SKKanGAS inh = S. pyogenes SKKanGAS growth inhibitors in kanamycin, primary screen, streptokinase expression inhibitor project, SKKanGAS strain, BacTiter-Glo luminescence; 6 h; actives 1.3% (n = 300,000); inhibition, % at 7.5 µM;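 active = mean replicate score, as percent of positive control median, at least 50; inconclusive = mean below 50 but one replicate at or above 50; inactive = mean and every replicate below 50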;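 also: strain carries kanamycin resistance gene driven by streptokinase promoter and grows in 40 µg/ml kanamycin; loss of luminescence reflects streptokinase promoter inhibition or plain growth inhibition; 0% = median of DMSO wells and 100% = positive control at its reference dose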
IEC-6 tox = cytotoxicity in IEC-6 intestinal epithelial cells, primary screen, cytotoxicity control for KLF5 inhibitor project, cell-based, luminescence. IEC-6 cytotoxicity, luminescence viability. inhibition, % at 5 µM. actives 0.78% (n = 290,000); in the data active = inhibition above about 22%;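 also: 0% = plate median of test compound wells and 100% = cytotoxic reference compound wells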
HSP90 inh = HSP90 inhibitors, primary screen, cell lysate, luminescence | Heat shock protein HSP 90 (rabbit reticulocyte lysate; luciferase refolding) | Rabbit reticulocyte lysate, luciferase refolding luminescence, 3 h | inhibition, % at 5.6 µM | actives 0.91% (n = 290,000);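 active = inhibition above the screen-wide mean plus 3 SD, computed separately per campaign, cut at about 16% in these data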;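 also: 0% = DMSO wells and 100% = 60 µM geldanamycin wells; inhibitors lower the luminescence because luciferase stays unfolded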
KLF5 inh = KLF5 expression inhibitors, primary screen, DLD-1 cells, luminescence. DLD-1 KLF5 promoter-luciferase reporter. inhibition, % at 5 µM. actives 0.23% (n = 290,000);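 active = inhibition above a per-plate limit of that plate's mean compound inhibition plus 3 SD, cut at about 60% in these data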;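 also: 0% = DMSO wells and 100% = LY294002 at 200 µM; higher means less KLF5 promoter-driven luciferase light; inactives centre near -14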
aSyn UTR inh = MLPCN primary screen, SNCA 5' untranslated region; alpha-synuclein 5'UTR reporter, inhibitor activity; inhibition, % (tested at 7.5 µM); actives 0.82% (n = 300,000); in the data active = inhibition above about 60%; inconclusive = no clear call, values can overlap the other calls;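 also: H4 neuroglioblastoma cells stably carrying SNCA 5'UTR luciferase fusion; 0% = DMSO wells and 100% = positive control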
HIF act = HIF pathway transcriptional activators, primary screen, cell-based, U2OS HRE-luciferase, luminescence; U2OS HRE-luciferase reporter; normalized: DMSO 0%, desferrioxamine 100%; activation, % at 7.5 µM (by protocol); actives 0.32% (n = 300,000);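 active = mean activation of at least 10% of the iron chelator positive control signal, with at least half of replicates also reaching 10%; inconclusive = mean and replicate majority disagree about reaching 10%; inactive = mean and most replicates under 10%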
Platelet DG rel = inhibitors of platelet dense granule secretion, primary screen, cell-based, MLPCN, human platelets | human platelet-rich plasma, SFLLRN dense granule ATP release, luminescence | actives 0.22% (n = 300,000) | inhibition, %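 (compounds screened at 7.5 µM in platelet-rich plasma)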 | AID 1663, 2009;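 active = mean replicate score, as percent of positive control, at or above 50; inconclusive = mean below 50 but at least one replicate at or above 50; inactive = mean and every replicate below 50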
HSF-1 act = HSF-1 activators, primary screen, NIH3T3-HGL cells, MG132 stress, luminescence, single point; NIH3T3-HGL HSF-1 luciferase reporter, 8 h; 100% = twice DMSO control signal; activation, % at 9 µM; actives 1.7% (n = 300,000);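 active = mean replicate activation of at least 50% with a set share of replicates each reaching 50%; inconclusive = only one of those two conditions met; inactive = mean below 50% and too few replicates reaching it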;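 also: 0% = median of the neutral control wells and 100% = twice that signal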
AI-2 QS modul = Vibrio harveyi AI-2 quorum sensing modulators, primary screen, JMH597 strain, luminescence/OD600 ratio | Vibrio harveyi JMH597 AI-2 luminescence/OD600 ratio, 9 h; active compounds read low; strain lacks LuxN and CqsS sensors; 0 = neutral-control median | activity change, % at 7.5 µM | actives 0.4% (n = 300,000) | AID 2094, 2009; in the data active = activity change below about -75%, passing the limit was not always enough; inconclusive = no clear call, values can overlap the other calls;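 also: luminescence divided by OD600 gain over 9 h not by final OD600 alone; inactives centre near 13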
HSF1 inh = HSF1 inhibitors in luciferase reporter cells, primary screen, cell-based, NIH3T3, luminescence; activity change, negative = inhibition, % at 7.5 µM (by protocol); NIH3T3-HGL HSE-luciferase, MG132-induced, luminescence 8 h; active compounds read low; actives 0.77% (n = 300,000);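 active = more than half of replicate wells show activity change below -50%, luminescence cut by over half; inconclusive = some wells, but at most half, below -50%; inactive = no replicate well below -50%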;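 also: luciferase reports HSF-1 transcriptional activity via heat shock element; 0% = median of DMSO wells and -100% = zero luminescence signal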
Numbers without * were called inactive. No enrichment for hits, and some 6% of all compounds hit somewhere here.

Cc1ccc2[nH]c(CNC(=O)c3ccccc3F)cc2c1 was read as SKKanGAS inh -2, IEC-6 tox -2, HSP90 inh 0, KLF5 inh -92, aSyn UTR inh -38, HIF act 0.6, Platelet DG rel -1, HSF-1 act 23, AI-2 QS modul inconclusive and HSF1 inh 11.
For O=C(NCCc1ccccc1)C1CCN(Cc2ccccc2F)CC1 the results were SKKanGAS inh -1, IEC-6 tox -5, HSP90 inh -3, KLF5 inh -9, aSyn UTR inh 22, HIF act 0.4, Platelet DG rel 6, HSF-1 act -11, AI-2 QS modul 17 and HSF1 inh 0.
Screening O=C(CN1CCCCC1)NNC(=O)c1cccc(Br)c1 returned SKKanGAS inh 7, IEC-6 tox -3, HSP90 inh 2, KLF5 inh -5, aSyn UTR inh 3, HIF act 0.5, Platelet DG rel 3, HSF-1 act -24, AI-2 QS modul 9 and HSF1 inh -16.
`Cc1nc2ccc(NC(=O)N3CCN(c4ccccn4)CC3)cc2s1` gave SKKanGAS inh 4, IEC-6 tox 2, HSP90 inh -1, KLF5 inh -28, aSyn UTR inh -18, HIF act -1.7, HSF-1 act -48, AI-2 QS modul -9 and HSF1 inh -47.
Screening O=C(NCCCNC(=O)c1ccccc1F)c1ccco1 returned SKKanGAS inh 0, IEC-6 tox 0, HSP90 inh 2, KLF5 inh -11, aSyn UTR inh 1, HIF act -0.4, Platelet DG rel 7, HSF-1 act 4, AI-2 QS modul 15 and HSF1 inh -1.
CCOc1nc(C)ccc1-c1noc(-c2ccccc2OC)n1 was read as SKKanGAS inh -5, IEC-6 tox 4, HSP90 inh -2, KLF5 inh -10, aSyn UTR inh -19, HIF act 0.4, Platelet DG rel 4, HSF-1 act 22, AI-2 QS modul 20 and HSF1 inh 7.
For CC1CCN(S(=O)(=O)c2ccc(NC(=O)CN3C(=O)NC(C)(c4ccccc4)C3=O)cc2)CC1 (configuration not stated) the results were SKKanGAS inh -3, aSyn UTR inh 6, HIF act 0.0, Platelet DG rel -1, HSF-1 act -8, AI-2 QS modul -79* and HSF1 inh 0.
COc1cc(/C=C/c2ccc3cccc(O)c3n2)ccc1O was read as SKKanGAS inh 88*, IEC-6 tox 6, HSP90 inh 1, KLF5 inh -175, aSyn UTR inh -67, HIF act 4.1, Platelet DG rel -6, HSF-1 act -17, AI-2 QS modul -2 and HSF1 inh 0.
`CCCC(C1=C(O)CC(C)(C)CC1=O)C1C(=O)CC(C)(C)CC1=O` (configuration not stated) gave SKKanGAS inh 4, IEC-6 tox 0, HSP90 inh 3, KLF5 inh -36, aSyn UTR inh -12, HIF act -0.1, Platelet DG rel -6, HSF-1 act -10, AI-2 QS modul 0 and HSF1 inh -4.
Screening Cc1ccc(N(CC(=O)Nc2cccc(N(C)S(C)(=O)=O)c2)S(C)(=O)=O)cc1 returned SKKanGAS inh 12, IEC-6 tox 4, HSP90 inh -1, KLF5 inh -8, aSyn UTR inh -9, HIF act 0.8, Platelet DG rel 5, HSF-1 act 0, AI-2 QS modul 23 and HSF1 inh -4.
CCOc1ccc(-n2c(-c3ccco3)n[nH]c2=S)cc1 was read as SKKanGAS inh -1, IEC-6 tox -2, HSP90 inh -1, KLF5 inh -3, aSyn UTR inh 16, HIF act -0.2, Platelet DG rel 4, HSF-1 act -7, AI-2 QS modul 12 and HSF1 inh -2.
For CCOC(=O)N1CCC(N(CCN(C)C)C(=S)Nc2ccccc2OCC)CC1 the results were SKKanGAS inh 2, IEC-6 tox -2, HSP90 inh -3, KLF5 inh -2, aSyn UTR inh 2, HIF act -0.2, Platelet DG rel -2, HSF-1 act 2, AI-2 QS modul 22 and HSF1 inh 0.
For Cc1cccc(N2CCN(C(=O)c3cc4ccccc4oc3=O)CC2)c1C the results were SKKanGAS inh -2, IEC-6 tox 2, HSP90 inh 1, KLF5 inh -18, aSyn UTR inh -2, HIF act 0.2, Platelet DG rel -3, HSF-1 act -3, AI-2 QS modul 6 and HSF1 inh 0.
Screening O=C(Cn1c(=O)n(Cc2ccccc2)c(=O)c2cc(Cl)ccc21)NCC1CCCO1 (configuration not stated) returned SKKanGAS inh -4, IEC-6 tox 1, HSP90 inh -4, KLF5 inh -7, aSyn UTR inh 6, HIF act -26, Platelet DG rel 2, HSF-1 act 0, AI-2 QS modul 13 and HSF1 inh 3.
c1ccc(CSC2=NCCS2)cc1 was read as SKKanGAS inh 8, IEC-6 tox -6, HSP90 inh 2, KLF5 inh -25, aSyn UTR inh 3, HIF act 0.6, Platelet DG rel -2, HSF-1 act 2, AI-2 QS modul 11 and HSF1 inh 6.
O=C(CCc1c[nH]c2ccccc12)OCC(=O)N1CCN(S(=O)(=O)c2ccccc2)CC1 was read as SKKanGAS inh 18, aSyn UTR inh 13, HIF act -0.3, Platelet DG rel 0, HSF-1 act -14, AI-2 QS modul 17 and HSF1 inh -2.
Screening COC(=O)C1=C(C)NC(=O)/C1=C\c1cc(C)n(-c2ccccc2)c1C returned SKKanGAS inh 16, IEC-6 tox -4, HSP90 inh 6, KLF5 inh 9, aSyn UTR inh -56, HIF act 4.4, Platelet DG rel 6, HSF-1 act 6, AI-2 QS modul 7 and HSF1 inh 5.
COc1ccc(-c2csc(/C(C#N)=C\c3cccc([N+](=O)[O-])c3)n2)cc1 was read as SKKanGAS inh -2, IEC-6 tox 2, HSP90 inh -3, KLF5 inh 17, aSyn UTR inh -4, HIF act -0.6, Platelet DG rel 5, HSF-1 act 24, AI-2 QS modul 19 and HSF1 inh -5.
For CCCCCCCCC(=O)N/N=C(\C)c1ccc(O)cc1O the results were SKKanGAS inh -4, IEC-6 tox 4, HSP90 inh 5, KLF5 inh -8, aSyn UTR inh 33, HIF act -0.2, Platelet DG rel -5, HSF-1 act 15, AI-2 QS modul 33 and HSF1 inh 7.
For CC(C)CC(=O)NC1(C(F)(F)F)NC(=O)N(c2ccccc2)C1=O (configuration not stated) the results were SKKanGAS inh -11, IEC-6 tox -5, HSP90 inh 2, KLF5 inh -4, aSyn UTR inh 19, HIF act -0.3, Platelet DG rel -53, HSF-1 act 10, AI-2 QS modul 12 and HSF1 inh -1.
Screening COC(=O)c1cc(C(=O)c2cc(Br)ccc2O)coc1=N returned SKKanGAS inh 0, IEC-6 tox 4, HSP90 inh 1, KLF5 inh -7, aSyn UTR inh -5, HIF act 0.1, Platelet DG rel -1, HSF-1 act 0, AI-2 QS modul 42 and HSF1 inh -5.
For CCc1ccc2c(c1)/C(=C/C(=O)c1cccs1)C(=O)N2 the results were SKKanGAS inh -7, IEC-6 tox 2, HSP90 inh 3, KLF5 inh 12, aSyn UTR inh -65, HIF act -6.3, Platelet DG rel -1, HSF-1 act -6, AI-2 QS modul 32 and HSF1 inh 10.
Screening COc1cccc(CNC(=O)c2cccc(S(=O)(=O)N3CCN(C)CC3)c2)c1 returned SKKanGAS inh -7, IEC-6 tox -1, HSP90 inh 0, KLF5 inh -22, aSyn UTR inh -1, HIF act 0.6, Platelet DG rel 10, HSF-1 act 2, AI-2 QS modul 1 and HSF1 inh 9.
Screening NC(=O)C1CCN(C(=O)COc2cccc3cccnc23)CC1 returned SKKanGAS inh -4, IEC-6 tox -1, HSP90 inh 3, KLF5 inh -27, aSyn UTR inh -1, HIF act -0.6, Platelet DG rel 1 and AI-2 QS modul 7.
`O=C(c1ccc(F)cc1)C1CCN(C(=O)c2ccncc2)CC1` gave SKKanGAS inh 2, IEC-6 tox 4, HSP90 inh -4, KLF5 inh 0, aSyn UTR inh 2, HIF act -0.2, Platelet DG rel -1, HSF-1 act -15, AI-2 QS modul 25 and HSF1 inh -1.
Screening Cc1nc2ccc(NC(=O)c3cc(S(=O)(=O)N4CCOCC4)ccc3C)cc2s1 returned SKKanGAS inh 1, IEC-6 tox -5, HSP90 inh 0, KLF5 inh -13, aSyn UTR inh -9, HIF act -0.1, Platelet DG rel -2, HSF-1 act -4, AI-2 QS modul 33 and HSF1 inh -3.
Screening COCCn1ccc2c(OCC(=O)NCc3ccc(C)cc3)cccc2c1=O returned SKKanGAS inh -9, aSyn UTR inh 9, HIF act 1.7, Platelet DG rel -2, HSF-1 act 1, AI-2 QS modul 22 and HSF1 inh 2.
`NC(=O)CC(NC(=O)c1ccccc1)c1ccc(N2CCN(c3ccccn3)CC2)c([N+](=O)[O-])c1` (configuration not stated) gave SKKanGAS inh 2, IEC-6 tox 0, HSP90 inh -2, KLF5 inh -10, aSyn UTR inh 2, HIF act 0.2, Platelet DG rel 0, HSF-1 act -2, AI-2 QS modul 19 and HSF1 inh 1.
For Cc1cccc(C)c1NC(=O)COC(=O)c1ccccc1O the results were SKKanGAS inh 0, IEC-6 tox -2, HSP90 inh -1, KLF5 inh 2, aSyn UTR inh 10, HIF act 2.1, Platelet DG rel -3, HSF-1 act 16, AI-2 QS modul -1 and HSF1 inh 4.
CCCc1nc(SCC(=O)N2c3ccccc3CC2C)c2c(C)c(C)sc2n1 (configuration not stated) was read as SKKanGAS inh 41, IEC-6 tox -2, HSP90 inh -4, KLF5 inh -31, aSyn UTR inh 24, HIF act 0.5, Platelet DG rel -10, HSF-1 act 37, AI-2 QS modul -18 and HSF1 inh 14.
For O=C(NCc1cccc(F)c1F)C1CCC(=O)N(C2CCCCCC2)C1 (configuration not stated) the results were SKKanGAS inh -2, IEC-6 tox -6, HSP90 inh -3, KLF5 inh -25, aSyn UTR inh -11, HIF act -0.1, Platelet DG rel -1, HSF-1 act -9, AI-2 QS modul 35 and HSF1 inh -5.
Screening CCOC(=O)C1CCN(c2cc3c(cc2NC(=O)c2ccc(F)cc2)n(C)c(=O)n3C)CC1 returned SKKanGAS inh -6, IEC-6 tox -2, HSP90 inh -5, KLF5 inh -19, aSyn UTR inh 4, HIF act -0.1, Platelet DG rel 26, HSF-1 act 5, AI-2 QS modul 12 and HSF1 inh -3.
CCOC(=O)c1nnn(-c2nonc2N)c1-c1ccc(F)cc1 was read as SKKanGAS inh 1, IEC-6 tox -10, HSP90 inh -6, KLF5 inh -31, aSyn UTR inh 22, HIF act 2.6, Platelet DG rel -3, HSF-1 act -7, AI-2 QS modul 17 and HSF1 inh -7.
For O=C(c1ccc2[nH]c(=O)c(=O)[nH]c2c1)N1CCc2ccccc2C1 the results were SKKanGAS inh -6, IEC-6 tox 5, HSP90 inh -2, KLF5 inh 0, aSyn UTR inh -1, HIF act 0.2, Platelet DG rel 2, HSF-1 act 8, AI-2 QS modul 16 and HSF1 inh 5.

From PubChem BioAssay
